Source: PubChem
S1P4 agonist: human S1P4 receptor agonism; O95977; S1P4-expressing cell line, agonist reporter assay; activation, % at 4.98 µM; 220,000 tested, 0.35% active; AID 1509; in the data active = activation above about 11%;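 also: 0% = DMSO vehicle and 100% = reference agonist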
Target sequence (O95977 whole entry, looked up): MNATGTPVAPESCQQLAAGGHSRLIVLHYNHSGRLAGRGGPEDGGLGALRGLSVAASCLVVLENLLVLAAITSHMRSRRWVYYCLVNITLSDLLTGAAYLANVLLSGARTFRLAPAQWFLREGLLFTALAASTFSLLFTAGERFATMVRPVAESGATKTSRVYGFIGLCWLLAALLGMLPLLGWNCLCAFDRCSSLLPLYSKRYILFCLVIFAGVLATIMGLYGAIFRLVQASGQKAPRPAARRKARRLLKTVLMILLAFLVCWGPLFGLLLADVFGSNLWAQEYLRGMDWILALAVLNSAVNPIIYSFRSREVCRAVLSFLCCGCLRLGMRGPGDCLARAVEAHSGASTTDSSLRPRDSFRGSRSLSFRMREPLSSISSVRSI
TRPML3 ag: agonists of human TRPML3 channel. Q8TDD5. HEK293 TRPML3-YFP, Fluo-8 calcium fluorescence; 100% = the carbachol control signal. 220,000 tested, 0.29% active. activation, % at 3 µM;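 active = activation above its plate's cutoff, the mean activation of the plate's test wells plus 3 SD, cut at about 12% in these data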;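 also: 0% = DMSO only wells and 100% = carbachol wells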
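Test system: TRPML3-YFP stable HEK293 cells. Doses: single point at 3 µM. Incubation: dye loading 1 h 37 °C then 30 min ambient, 125 s read. Signal: Fluo-8 calcium dye fluorescence, ex 470-495, em 515-575 nm. Measure: percent activation from peak-to-basal fluorescence ratio, scaled between DMSO and carbachol.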
S1P4 antagonist: blocks the human S1P4 receptor; AID 1510; S1P4-expressing cells, antagonist mode, reporter read-out; 220,000 tested, 0.26% active; inhibition, % at 4.98 µM; O95977; in the data active = inhibition above about 29%;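 also: 0% = wells stimulated with agonist and 100% = vehicle wells without agonist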
NPY-Y1 antag: blocks the human neuropeptide Y Y1 receptor; inhibition, % at 3.6 µM; HEK293-CNG Y1 cells, membrane potential fluorescence; NPY at EC95, then isoproterenol; 200,000 tested, 1% active;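 active = inhibition above the campaign mean inhibition of all tested compounds plus 3 SD, cut at about 20% in these data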;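 also: 0% = DMSO wells given NPY plus isoproterenol and 100% = isoproterenol alone without NPY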
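Material: HEK293 Y1/CNG channel cell line | Also added: NPY (25 nM), isoproterenol (1 µM), Ro 20-1724 (25 µM) | Compound: One concentration, 3.6 µM, in 0.4% DMSO | Schedule: 3 h dye uptake, 1 h room-temperature compound, 45 min post-isoproterenol | Signal: Membrane-potential fluorescent dye readout | Read-out: % inhibition of NPY effect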
EP2 mod: modulates human prostaglandin E2 receptor EP2 signaling; EP2-expressing cells, cAMP HTRF FRET, PGE2 co-stimulation; AID 940; induction, % at 25 µM; 260,000 tested, 0.83% active;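 active = compounds whose cAMP rise, as percent of the full-agonist control response, exceeds 60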;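 also: rat C6 glioma line stably carrying human EP2 under a CMV promoter; the protocol text gives 20 µM as final concentration; 100% = response of wells given 1 µM PGE2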
Target sequence (P43116 whole entry, looked up): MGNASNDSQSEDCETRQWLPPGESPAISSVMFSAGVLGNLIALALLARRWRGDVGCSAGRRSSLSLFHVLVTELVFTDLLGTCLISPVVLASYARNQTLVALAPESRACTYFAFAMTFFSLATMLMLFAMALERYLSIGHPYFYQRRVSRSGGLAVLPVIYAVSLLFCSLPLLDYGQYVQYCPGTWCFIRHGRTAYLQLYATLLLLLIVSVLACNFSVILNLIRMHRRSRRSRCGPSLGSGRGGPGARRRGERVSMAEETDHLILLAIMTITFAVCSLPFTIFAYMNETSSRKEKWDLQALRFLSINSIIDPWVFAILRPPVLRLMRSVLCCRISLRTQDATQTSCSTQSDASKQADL
NPY2 pot ag: human NPY-Y2 potentiation or agonism, primary screen; 220,000 tested, 0.45% active; cells expressing NPY-Y2, potentiator/agonist read-out; activation, % at 3.6 µM; P49146; AID 1359; in the data active = activation above about 27%;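 also: cells stimulated with NPY near EC25 plus isoproterenol at EC100; 0% = vehicle plus submaximal agonist and 100% = vehicle plus saturating agonist; some results beyond the cut were filed as inactive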
CHOP inh: blocks CHOP induction under ER stress; inhibition, % at 10 µM; CHO-K1 CHOP-promoter luciferase, tunicamycin-induced, 15-18 h; 220,000 tested, 3.8% active;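 active = compounds that reduced the stress-induced luciferase reporter signal by more than about 70% of percent inhibition, limit read from the data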;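 also: 0% = tunicamycin plus vehicle and 100% = wells without tunicamycin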
zfTRPN1 agonist: activates the zebrafish TRPN1 channel | HEK293 zebrafish TRPN1-YFP, Fluo-8 calcium fluorescence; 100% = response to 87 µM carbachol | 220,000 tested, 0.18% active | AID 1424 | activation, % at 3 µM;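 active = activation above its plate's cutoff, the mean activation of test wells on that plate plus 3 SD, cut at about 19% in these data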;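 also: 0% = DMSO alone and 100% = 87 µM carbachol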
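Material: zebrafish TRPN1-YFP in HEK293 cells. Doses: one dose of 3 µM, 0.3% DMSO. Incubation: dye 1 h 37 °C plus 30 min RT. Measured by: intracellular calcium fluorescence with Fluo-8.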
NPY1 pot ag: potentiators or agonists of human neuropeptide Y receptor Y1; P25929; AID 1304; NPY-Y1 expressing cells, potentiator/agonist activation; activation, % at 3.6 µM; 220,000 tested, 0.37% active; in the data active = activation above about 33%, passing the limit was not always enough;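 also: cells stimulated with NPY at EC10 then isoproterenol at EC100; 0% = low agonist plus stimulus and 100% = saturating agonist plus stimulus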
The depositor's hits bear a star; / = no result given; & = joins results of further samples.

SMILES	S1P4 agonist	TRPML3 ag	S1P4 antagonist	NPY-Y1 antag	EP2 mod	NPY2 pot ag	CHOP inh	zfTRPN1 agonist	NPY1 pot ag
CCOc1ccc(C(=O)Nc2cccc(-c3ccc4nncn4n3)c2)cc1	2.5	0.3	0.9	-1.8	-68.0	5.1	-4.2	2.9	3.9
CCC(=O)Nc1ccc2nc(C3CC3)n(Cc3ccccc3)c(=O)c2c1	-0.3	0.1	-2.2	12.7	9.5	-3.7	13.9	0.9	16.2
COC(=O)C(Cc1cnc[nH]1)NC(=O)C1CCC(=O)N1 (stereo not drawn)	1.5	1.0	-4.1	2.9	15.0	-4.9	2.5	1.1	11.6
CCOC(=O)CNC(=S)N(CCCN1CCCC1)Cc1cccs1	-0.2	1.6	-22.4	-2.2	-4.6	-2.3	-25.0	-0.3	6.8
CC1CN(S(=O)(=O)N2CCOCC2)CCN1S(=O)(=O)N1CCOCC1 (stereo not drawn)	-2.0	0.3	6.8	-0.7	15.6	5.7	-8.8	-0.5	11.5
O=C(O)CSc1nnc(-c2ccco2)o1	0.8	-0.1	-6.7	4.5	-4.5	-5.2	21.3	-1.1	8.4
CCCOC(=O)Nc1nc(-c2ccc(C)cc2)c(C)s1	0.1	-0.4	-9.7	1.6	10.2	5.7	-15.1	-2.4	6.2
COc1ccc(/C=C/c2nc(-c3ccccc3O)n(-c3ccccc3)n2)cc1	1.0	0.6	-12.2	9.6	38.1	-5.8	60.9	0.7	-12.7
CC(C)(C)c1cccc(C2(O)C(=O)c3ccccc3C2=O)c1O	1.2	0.5	-4.7	/	10.6	-8.5	7.3	2.6	12.1
Cc1cccc(N2C(=O)CC(SC(N)=Nc3ccccc3)C2=O)c1 (stereo not drawn)	-1.8	-0.1	-13.4	2.1	-71.9	7.6	35.9	-0.8	5.7
Cc1cc(C(=O)OCC(=O)N2CC(=O)Nc3ccccc32)no1	-0.1	0.7	-21.9	-4.8	12.3	12.6	21.9	1.0	0.5
O=C(Nc1cccc(S(=O)(=O)Nc2ccccc2Cl)c1)c1ccc(N2CCCC2)c([N+](=O)[O-])c1	-0.1	0.2	1.3	-1.2	-0.6	3.8	24.2	1.2	3.1
CCCN1C(=O)c2cc(C(=O)Nc3ccccc3C)ccc2C1Nc1ccccc1C (stereo not drawn)	-0.4	0.3	6.9	/	-8.0	-14.5	5.1	3.6	-3.0
CCOC(=O)C1=C(C)Nc2nc(SC)nn2C1c1ccc(C(=O)OC)cc1 (stereo not drawn)	0.0	0.3	-1.2	-4.0	5.6	2.8	-10.1	-1.5	1.5
Nc1ncncc1-c1ccc2ccccc2c1	1.3	1.1	-9.4	/	-12.3	-10.4	29.6	1.7	-20.5
CCOC(=O)N1C(=O)C2(CCCCC2)N(c2ccccc2Cl)C1=S	-1.0	0.3	10.8	-1.4	43.3	23.8	60.2	-2.0	25.7
Cc1cccc(OC(=O)c2ccc3nccnc3c2)c1	-1.0	-0.3	10.6	8.8	43.2&28.8	-4.7	6.6	-0.9	0.2
Cc1c(Cc2ccccc2)c(=O)oc2c(C)c(OCc3nn[nH]n3)ccc12	0.6	0.6	3.1	5.8	-5.8	-0.3	-7.3	0.8	5.0
Cc1ccc(NC(=S)N(C)C)cc1C	1.3	1.2	-0.1	/	5.8	-10.8	-17.2	1.0	17.6
O=C(CCC1CCCCC1=O)c1ccccc1 (stereo not drawn)	2.3	1.3	-10.8	-0.1	0.7	-8.2	-16.6	-0.3	-16.1
CCOc1ccc2cc(C3CC(c4ccco4)=NN3S(C)(=O)=O)c(Cl)nc2c1 (stereo not drawn)	-0.3	-0.6	-5.8	/	-42.7	4.8	17.1	-1.6	18.7
O=C(CCC(=O)c1cccs1)OCc1nc2ccccc2s1	-1.1	0.6	-8.0	0.2	-33.9	-20.5	-9.8	1.0	-10.1
CCC(CC)c1nnc(NC(=O)c2c(-c3ccccc3)noc2C)s1	0.9	0.3	-23.5	-0.9	10.5	2.6	15.3	0.1	-1.1
COc1ccc(COC(=O)c2n[nH]c3ccccc23)cc1F	0.4	-0.5	1.0	11.0	-19.4	-10.7	97.2*	-0.2	-26.9
CCNC(=O)CCCOc1ccc(Cl)cc1Cl	0.7	-0.2	-6.5	1.7	-10.2	-0.5	5.1	-1.2	-8.2
Cc1ccc(NC(=O)Cn2nc(C)c(S(=O)(=O)N(C)C)c2C)cc1C	-0.9	1.9	0.5	-1.4	-44.9	-5.4	6.1	1.2	-10.1
CCOC(=O)C1CCN(CCC(=O)Nc2cccc(Cl)c2)CC1	1.9	1.6	-8.3	1.2	-43.9	6.7	22.0	1.4	13.8
O=C(CSc1ncc(-c2ccc(F)cc2)n1Cc1ccco1)Nc1ccc2c(c1)OCO2	1.0	-1.1	-5.1	-0.9	13.6	10.8	34.7	-3.3	1.9
O=C(Nc1nnc(C2=COCCO2)o1)c1ccc(S(=O)(=O)N2CCOCC2)cc1	-0.2	0.7	-0.2	0.2	28.9	-2.9	-4.7	1.9	-3.3
CCn1c(CNc2ccccc2Cl)nnc1SCC(=O)NCc1ccccc1	0.9	-0.4	4.0	4.4	14.7	6.0	5.2	1.7	-29.5
CCN1CCN(C(c2ccc(OC)cc2)c2nnnn2Cc2ccc3c(c2)OCO3)CC1 (stereo not drawn)	1.6	0.7	-10.0	3.1	-6.5	-7.1	0.5	1.3	-14.1
COC(=O)C1(C(=O)OC)Sc2ccccc2C1=O	-0.3	0.1	-9.4	12.6	9.4	-11.0	31.2	0.0	6.0
O=C(N/N=C1\CCSC1)c1cc(Cl)ccc1O	-1.0	0.6	-25.0	6.6	-35.5	-9.6	-15.6	2.1	-8.0
CCC(Sc1nc(C)cc(C)n1)C(=O)NC1=NN=C(c2ccc(C)cc2)CS1 (stereo not drawn)	1.8	0.3	-5.0	1.3	14.7	3.4	39.2	0.1	6.5
Cc1ncn(-c2ccc(C(=O)Oc3ccccc3)cn2)n1	-1.1	0.0	-1.9	-4.6	20.9	21.3	15.8	-1.1	18.9
CCCN1C(=O)/C(=N\OCC(=O)NCC(F)(F)F)c2ccccc21	1.1	0.3	-7.7	-2.6	-1.9	-0.6	12.6	-0.5	-6.0
O=C(OCC(=O)c1c[nH]c2ccccc12)c1ccc(Br)o1	-1.9	0.7	3.5	-3.1	-3.5	70.5*	-7.2	-1.0	62.8*
CCCOc1ccc2c3c(c(=O)oc2c1OCCC)CCCC3	0.5	-1.4	6.2	15.7	46.2	-52.0	38.5	-2.7	-49.1
CC(=O)Nc1ccc(NC(=O)C2CCCCC2C(=O)O)cc1 (stereo not drawn)	0.4	0.9	-13.4	3.5	36.8	-0.8	-5.7	0.4	19.4
Cc1ccccc1NC(=O)c1ccc(CN(c2ccccc2)S(=O)(=O)c2ccccc2)cc1	0.6	-0.6	-0.5	4.3	35.0	1.5	-21.1	1.8	-9.4
O=C(Cn1c(=O)n(CC2CCCO2)c(=O)c2ccccc21)c1ccccc1 (stereo not drawn)	-1.3	0.0	-12.5	2.8	25.0	8.4	59.5	0.2	5.7
COC(=O)c1cc(S(=O)(=O)N2CCOCC2)c(N2CCOCC2)cc1N1CCOCC1	0.1	0.6	-7.2	-1.5	11.2	5.6	-19.6	0.7	8.3
O=C1Nc2ccc(F)cc2C12Nc1ccccc1-c1nnc(SCc3ccccc3F)nc1O2 (stereo not drawn)	-0.4	-1.1	-9.1	-1.0	-25.7	3.0	7.3	0.0	-7.2
Cc1oc2ccc(O)c(CN3CCOCC3)c2c1C(C)O (stereo not drawn)	-2.9	0.5	12.6	11.0	2.1	3.3	-0.7	-0.2	-22.6
CC(=O)Nc1ccc(NC(=O)c2ccccc2S(=O)(=O)c2ccc([N+](=O)[O-])cc2)cc1	-1.1	1.0	-13.8	2.0	19.9	7.2	8.2	-1.1	9.7
COc1ccc(/C=C(\C#N)C(=O)OCC(=O)Nc2ccc(C(C)(C)C)cc2)cc1	-0.1	0.5	-19.4	-2.8	6.3	-5.4	27.0	0.8	6.6
CCCS(=O)(=O)N1CCN(Cc2ccco2)CC1	-3.4	0.2	4.2	-0.9	17.1	8.2	22.3	1.3	-8.6
COc1ccc(CC2(CO)CCN(CC3=Cc4cc(Cl)ccc4OC3)CC2)cc1	-1.4	1.9	5.4	12.3	-78.2	-15.9	102.1*	4.7	-16.7
CCN1CCCC1CNC(=O)c1cc2c(=O)n(C)c3ccccc3c2n1C (stereo not drawn)	0.5	-0.3	-19.1	2.0	-20.2	-7.2	37.7	0.7	-29.2
CCOC(=O)c1ccc(NC(=O)CCC(CC)C(=O)O)cc1 (stereo not drawn)	-0.8	0.9	-1.7	0.3	0.0	15.0	13.1	-0.3	3.0
COc1cccc(/C=N/Nc2ccc(C(=O)O)cc2)c1O	-1.2	1.0	8.1	5.5	-20.9	-15.4	100.9*	0.7	-2.2
N#C/C(=C\c1c[nH]c2ccccc12)C(=O)NCC1CCCO1 (stereo not drawn)	-0.2	0.8	6.7	6.5	-74.8	2.0	10.5	1.5	0.0
O=C(CCC(=O)N(c1cccc(F)c1)C(C(=O)NC1CCCC1)c1ccncc1)Nc1cccnc1 (stereo not drawn)	0.5	-0.1	-15.4	1.1	3.3	18.6	-9.4	-2.2	-11.8
Cc1ccc(CSc2ncnc3ccccc23)cc1	0.0	0.4	-12.5	17.0	39.6	-7.0	2.1	0.4	-15.1

Structures above with an aryl methoxy group (6):
SMILES	S1P4 agonist	TRPML3 ag	S1P4 antagonist	NPY-Y1 antag	EP2 mod	NPY2 pot ag	CHOP inh	zfTRPN1 agonist	NPY1 pot ag
COc1ccc(/C=C/c2nc(-c3ccccc3O)n(-c3ccccc3)n2)cc1	1.0	0.6	-12.2	9.6	38.1	-5.8	60.9	0.7	-12.7
COc1ccc(COC(=O)c2n[nH]c3ccccc23)cc1F	0.4	-0.5	1.0	11.0	-19.4	-10.7	97.2*	-0.2	-26.9
CCN1CCN(C(c2ccc(OC)cc2)c2nnnn2Cc2ccc3c(c2)OCO3)CC1 (stereo not drawn)	1.6	0.7	-10.0	3.1	-6.5	-7.1	0.5	1.3	-14.1
COc1ccc(/C=C(\C#N)C(=O)OCC(=O)Nc2ccc(C(C)(C)C)cc2)cc1	-0.1	0.5	-19.4	-2.8	6.3	-5.4	27.0	0.8	6.6
COc1ccc(CC2(CO)CCN(CC3=Cc4cc(Cl)ccc4OC3)CC2)cc1	-1.4	1.9	5.4	12.3	-78.2	-15.9	102.1*	4.7	-16.7
COc1cccc(/C=N/Nc2ccc(C(=O)O)cc2)c1O	-1.2	1.0	8.1	5.5	-20.9	-15.4	100.9*	0.7	-2.2
